Screens as filed in PubChem.
MCL1-BIM inh: inhibitors of human MCL1 binding to BIM-BH3 peptide | hit rate 0.68% among 320,000 | GST-MCL1 / FITC-Bim-BH3 fluorescence polarization | inhibition, % at 10.9 µM | AID 2057 | Q07820;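 active = inhibition above the mean inhibition of all tested compounds plus 3 SD, set per campaign, cut at about 40% in these data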;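 also: 0% = DMSO wells and 100% = unlabeled Bim-BH3 peptide control; higher means more loss of mP so more displacement of Bim peptide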
GSTO1 inh: counter-screen for RBBP9 inhibitors: inhibitors of human GSTO1; recombinant GSTO1, activity-based probe fluorescence polarization; hit rate 1.1% among 300,000; inhibition, % at 5.96 µM;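 active = inhibition above the campaign mean inhibition plus 3 SD, cut at about 35% in these data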;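 also: 0% = GSTO1-1 with DMSO and 100% = wells lacking GSTO1-1 enzyme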
GLD-1 RNA inh: GLD-1-TGE RNA interaction inhibition (C. elegans). Q17339. purified GLD-1 + fluorescein TGE RNA, fluorescence polarization. hit rate 0.44% among 320,000. AID 2280. inhibition, % at 5.96 µM;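 active = percent inhibition above a per-plate cutoff, the plate mean of test compounds plus 3 SD, cut at about 30% in these data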;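 also: 0% = DMSO wells with GLD-1 and probe and 100% = wells lacking GLD-1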
Target sequence (Q17339 whole entry, looked up): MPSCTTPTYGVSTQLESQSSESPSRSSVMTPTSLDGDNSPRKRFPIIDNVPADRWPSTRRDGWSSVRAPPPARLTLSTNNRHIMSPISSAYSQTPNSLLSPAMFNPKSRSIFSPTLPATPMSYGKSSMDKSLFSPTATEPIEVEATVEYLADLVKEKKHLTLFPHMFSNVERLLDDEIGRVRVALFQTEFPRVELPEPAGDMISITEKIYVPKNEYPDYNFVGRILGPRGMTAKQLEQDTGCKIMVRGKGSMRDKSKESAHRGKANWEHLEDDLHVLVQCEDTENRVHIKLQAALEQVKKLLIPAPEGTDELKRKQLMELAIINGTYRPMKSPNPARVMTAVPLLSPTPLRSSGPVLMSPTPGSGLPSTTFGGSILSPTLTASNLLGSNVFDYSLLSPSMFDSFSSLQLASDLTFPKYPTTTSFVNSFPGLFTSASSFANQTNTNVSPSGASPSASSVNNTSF
PAD4 FP inh: inhibitors of human PAD4; recombinant PAD4, RCA probe fluorescence polarization; inhibition, % at 6.36 µM; hit rate 0.41% among 330,000;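 active = percent inhibition above a cutoff equal to the mean of all tested compounds plus 3 SD, cut at about 15% in these data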;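 also: 0% = PAD4 with RCA probe and DMSO and 100% = probe without PAD4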
MEX-5 binding: C. elegans MEX-5 TCR-2 RNA binding activity. Q9XUB2. MEX-5/FITC-TCR2 RNA binding, fluorescence polarization; hits give low values. activity score (negative = inhibition of binding), % at 10 µM. hit rate 0.38% among 300,000. AID 1832;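 active = inhibition past about -25% in most replicates, and total fluorescence under double the plate's negative control median, limit read from the data; inconclusive = replicates evenly split on the limit, or fluorescence at least double controls; inactive = too little inhibition in most replicates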;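 also: 0% = DMSO and -100% = 5 µM competing unlabeled TCR2 RNA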
Fam108B inh: Fam108B inhibition, counter-screen for RBBP9 inhibitors | hit rate 0.33% among 300,000 | recombinant Fam108B, FP-Rh probe fluorescence polarization | inhibition, % at 9.51 µM | AID 1947;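 active = inhibition above the screen mean inhibition plus 3 SD, computed separately per campaign, cut at about 18% in these data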;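 also: inhibitors lower polarization as less probe binds the enzyme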
TPT1 inhibitor: blocks Candida albicans tRNA 2'-phosphotransferase | recombinant caTPT1, FP RNA substrate dephosphorylation | inhibition, % at 5 µM | hit rate 0.81% among 300,000 | AID 1962;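 active = inhibition above the mean of all tested compounds plus 3 SD, set per screening campaign, cut at about 24% in these data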;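 also: plate controls were DMSO alone for no effect and ferristatin control at 100 nM for full effect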
PME-1 inh: PME-1 (human) inhibition; hit rate 0.53% among 320,000; AID 2130; inhibition, % at 5.9 µM; recombinant PME-1, FP-Rh probe fluorescence polarization;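 active = inhibition above the campaign mean of all compounds plus 3 SD, cut at about 26% in these data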;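 also: competitive labeling of PME-1 active site by serine hydrolase directed probe; 0% = PME-1 with DMSO and 100% = wells lacking PME-1 enzyme; inhibitors block probe labeling so polarization falls and inhibition rises; many of its hits are not listed in these tables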
Target sequence (Q9Y570 whole entry, looked up): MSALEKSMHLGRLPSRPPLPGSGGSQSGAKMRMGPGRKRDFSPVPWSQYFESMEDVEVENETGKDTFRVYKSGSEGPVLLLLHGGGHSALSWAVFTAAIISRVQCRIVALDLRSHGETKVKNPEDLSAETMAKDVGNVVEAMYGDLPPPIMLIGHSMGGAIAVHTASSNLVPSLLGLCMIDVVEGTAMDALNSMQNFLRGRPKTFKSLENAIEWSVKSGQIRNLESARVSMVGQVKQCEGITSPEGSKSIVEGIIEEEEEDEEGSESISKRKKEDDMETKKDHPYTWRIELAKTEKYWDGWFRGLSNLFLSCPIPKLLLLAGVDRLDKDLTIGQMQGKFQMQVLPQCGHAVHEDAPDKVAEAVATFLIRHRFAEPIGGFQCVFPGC
Bcl-xL primary: Bcl-xL (human) inhibition | GST-Bcl-xL / FITC-Bim BH3 peptide fluorescence polarization | inhibition, % at 10.9 µM | hit rate 0.7% among 320,000 | Q07817;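 active = inhibition above the mean of all tested compounds plus 3 SD, cutoff set per campaign, cut at about 30% in these data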;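 also: 0% = DMSO wells and 100% = unlabeled Bim-BH3 peptide competitor; inhibitors lower millipolarization by displacing the labeled peptide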
Target sequence (Q07817 whole entry, looked up): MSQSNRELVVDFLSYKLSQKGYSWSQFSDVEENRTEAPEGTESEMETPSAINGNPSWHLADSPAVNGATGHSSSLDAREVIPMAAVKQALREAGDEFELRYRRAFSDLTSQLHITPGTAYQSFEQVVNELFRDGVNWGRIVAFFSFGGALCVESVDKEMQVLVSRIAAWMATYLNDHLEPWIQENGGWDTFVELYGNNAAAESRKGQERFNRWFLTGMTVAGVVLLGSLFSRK
Starred values were filed as active, the others as inactive; ? = inconclusive; . = not tested or not shown. These rows are one share of the data. The share of hits here may be higher or lower than overall.

SMILES | MCL1-BIM inh | GSTO1 inh | GLD-1 RNA inh | PAD4 FP inh | MEX-5 binding | Fam108B inh | TPT1 inhibitor | PME-1 inh | Bcl-xL primary
CCCCCCCCCCCCCCCC[N+](C)(C)C | 1 | 6 | 6 | 5 | 3.3 | 3 | 0 | -5 | 4
CCCS(=O)(=O)N1CCCC(C(=O)N2CCC3(CC2)OCCO3)C1 (stereo unspecified) | 4 | 5 | 4 | -4 | 0.8 | -1 | -3 | -4 | 0
FC(F)(F)c1ccccc1NC1=NCCCS1 | -7 | -1 | -7 | 2 | -0.1 | 1 | -2 | -4 | -2
CSc1ccc(CN2CCN(C(=O)Cc3ccccc3)CC2)cc1 | -3 | 10 | 0 | -2 | 0.8 | 2 | -1 | 2 | 4
Cn1cc[n+](C)c1P(=S)(c1ccccc1)c1ccccc1 | -19 | -6 | -2 | 0 | 0.3 | -2 | 0 | 0 | -12
C=CC[N+]1(C)C2CCC1CC(O)C2 (stereo unspecified) | 4 | 12 | 6 | 4 | -2.2 | 6 | -2 | -4 | 2
CN[C@@H]1C[C@@H](c2ccc(Cl)c(Cl)c2)c2ccccc21 | 6 | 5 | 3 | 0 | 0.8 | 6 | -3 | 5 | 8
CC(C)c1ccc(N2C(=O)NC(=O)/C(=C/C=C/c3ccco3)C2=O)cc1 | -128 | 4 | -80 | -40 | 9.2 | -1 | 102* | -12 | -58
O=P(Nc1cccnc1)(Oc1ccccc1)Oc1ccccc1 | -2 | -4 | 2 | 7 | 0.9 | 0 | 2 | 2 | 1
Cc1ccc(C)c(NC(=O)CSc2nnc([C@@H](N)Cc3c[nH]c4ccccc34)o2)c1 | 3 | -3 | -7 | -14 | 4.1 | -1 | -2 | 3 | -2
CCCNS(=O)(=O)c1ccc(OCC(=O)N2CCN(C)CC2)cc1 | -2 | 4 | 4 | 4 | -5.2 | 0 | -1 | -5 | 4
CSc1ccc(CN2CCN(c3ccccc3C)CC2)cc1 | 3 | 1 | -2 | -1 | -0.4 | 3 | -2 | 4 | -2
COc1ccccc1N(CC(=O)NC1CCCCC1)C(=O)c1cnn(C(C)C)c1 | 2 | -2 | 1 | -2 | -2.3 | -3 | -1 | 1 | 1
COC(=O)C1=C(c2cccc(C#N)c2)C[C@@H]2CC[C@H]1N2C(=O)N1CCCC1 | 4 | . | -2 | -2 | . | . | . | 0 | 3
CC1(C)C2SCC(=O)N2CCN1CC(=O)NN (stereo unspecified) | 6 | 9 | 0 | -2 | -1.7 | -1 | 2 | 3 | -1
Cc1c(NC(=O)C(C)OC(=O)Cc2ccccc2)c(=O)n(-c2ccccc2)n1C (stereo unspecified) | 2 | -3 | 4 | -2 | 0.4 | 1 | 0 | 0 | -4
CCOC(=O)C1(CCc2ccccc2)CCN(Cc2ccco2)CC1 | 12 | -5 | 7 | 0 | 0.6 | -7 | -2 | 4 | 6
O=C(C1CCN(c2nc3ccc(Br)cc3s2)CC1)N1CCC2(CC1)OCCO2 | 6 | -5 | -6 | -3 | -0.7 | -7 | 6 | -8 | 4
CC1=NN=C(c2ccc(N)cc2)c2cc3c(cc2C1)OCO3 | 21 | 1 | 10 | -2 | . | 4 | -3 | 1 | 26
Cc1ccc(NC(=O)CCNC(=O)N2C[C@H]3C[C@@H](C2)c2cccc(=O)n2C3)c(C)c1 | 2 | 6 | 0 | 2 | -0.5 | 1 | 0 | 4 | -3
Cc1cccc(NP(C)(=O)c2nc3c(s2)CCCC3)c1 (stereo unspecified) | 3 | 7 | 3 | -1 | -2.2 | 4 | 0 | 0 | 7
COC(=O)C1=C(c2ccc(F)cc2F)C[C@@H]2CC[C@H]1N2C(=O)N1CCOCC1 | 0 | . | -1 | -4 | . | . | . | 3 | 0
COc1ccc(C(O)C(C)NC(C)C(O)c2ccc(OC)cc2)cc1 (stereo unspecified) | 6 | 10 | -2 | 0 | -2.1 | 0 | -6 | -9 | 1
CC(=O)OC1N=C(c2ccccc2)c2ccccc2NC1=O (stereo unspecified) | -1 | -8 | 3 | -2 | 0.5 | 2 | -4 | 2 | 0
CC(Cl)(Cl)/C(=N/P(=S)(N1CCOCC1)N1CCOCC1)N1CCOCC1 | -6 | -1 | -3 | -4 | -0.9 | 2 | -2 | 7 | 3
CN(C)C(Cc1ccc(C#N)cc1)C(=O)c1ccccc1 (stereo unspecified) | -5 | -1 | -3 | -3 | -0.6 | 2 | 6 | 0 | 1
CCOc1ccccc1-n1c(O)c(C=NCc2ccc3c(c2)OCO3)c(=O)[nH]c1=O | -3 | -5 | 6 | 4 | 1.6 | 1 | 0 | 2 | 3
Clc1ccccc1CN1CCN(c2ccccc2)CC1 | -1 | 7 | 2 | -4 | 0.5 | -1 | -3 | 3 | 1
COC(=O)C1C2c3ccccc3C(c3ccccc32)C1C(=O)OC (stereo unspecified) | 8 | 6 | 2 | 2 | -0.4 | -1 | -2 | -8 | 5
CN1CCN(C(=O)COc2ccc3ccccc3c2Br)CC1 | 1 | -4 | 0 | -1 | -0.3 | -2 | 0 | -3 | -2
Cc1c(C(=O)N2CCC3(CC2)OCCO3)sc2ncnc(N3CCN(c4ccccn4)CC3)c12 | 0 | -2 | -2 | 6 | . | 4 | 0 | 2 | 4
O=c1cccc2n1CC1CC2CN(S(=O)(=O)c2ccc(F)cc2)C1 (stereo unspecified) | -2 | 3 | 0 | -4 | -0.2 | 1 | -1 | 1 | 0
C[C@H](NC(=O)N1C[C@H]2C[C@@H](C1)c1cccc(=O)n1C2)C(=O)Nc1cccc(F)c1 | -5 | -3 | 1 | 2 | -0.7 | -1 | -3 | -1 | -2
O=c1c2ccccc2nc(/C=C/c2ccc3c(c2)OCO3)n1-c1ccccc1 | 7 | -4 | 1 | 6 | -1.0 | -5 | -3 | 6 | 2
Cn1ncnc2c(=O)n(C)c(=O)nc1-2 | -2 | 94* | -6 | 68* | 0.4 | 78* | 3 | 44* | 1
O=C1CCCC2C3CCCN4CCCC(CN12)C34 (stereo unspecified) | 8 | 1 | 3 | 2 | -1.6 | -2 | -3 | -3 | 5
Cc1ccc(NP(=O)(Nc2ccc(C)cc2)Oc2ccccc2)cc1 | -6 | 7 | -4 | 2 | -4.3 | -1 | 4 | -2 | 0
C/C(=N\N1CCCCCC1)c1c(O)n(-c2ccc(C)cc2)c(=O)[nH]c1=O | -6 | 1 | -1 | -3 | -3.4 | -1 | -1 | -2 | 2
c1cc2c(cc1CCNC1C3CC4CC(C3)CC1C4)OCO2 (stereo unspecified) | 10 | 1 | 12 | -2 | -1.5 | -2 | -3 | -2 | 8
COc1nc(NC(C)C)nc(NC(C)C)n1 | 8 | 3 | -4 | 1 | 0.2 | 2 | -2 | -1 | 3
CCCC(=O)Nc1ccc(N2CCN(CC)CC2)c(Cl)c1 | 1 | -2 | 0 | -1 | 1.3 | 2 | 1 | -2 | 4
CC(=NCCCN1CCOCC1)c1c(O)[nH]c(=O)[nH]c1=O | 7 | -3 | 8 | 1 | 0.7 | 3 | 0 | 7 | 2
CCOC(=O)Cn1cc(C=C2C(=O)N(C)C(=O)N(C)C2=O)c2ccccc21 | -9 | 2 | -15 | -6 | ? | -5 | 23 | -4 | 0
Cc1ccc2occ(CN3CC4CC(C3)c3cccc(=O)n3C4)c(=O)c2c1 (stereo unspecified) | -3 | 11 | -1 | 0 | 0.6 | -3 | 1 | 1 | 2
COc1ccc(OC)c(CN2CCN(C(=O)COc3cccc(C)c3)CC2)c1 | 10 | 12 | 5 | -1 | 1.3 | 11 | -4 | -2 | 12
C[N+]1=C(/C=C/Nc2ccccc2)C(C)(C)c2ccccc21 | 11 | -7 | 3 | -64 | 5.0 | -4 | -4 | -17 | 4
C[C@@H]1CN(C2CCC(C#N)(c3ccc(F)cc3)CC2)CC[C@]1(C(=O)O)c1ccccc1 (stereo partly specified) | 4 | 8 | 4 | -5 | . | -7 | 3 | -2 | 3
COc1ccccc1-n1c(O)c(/C=N/N2CCCCC2)c(=O)n(-c2ccccc2OC)c1=S | 0 | 2 | 1 | -4 | 1.5 | -4 | 1 | -1 | 6
CC(C)OC12Oc3ccccc3C=C1N1CCC2CC1 (stereo unspecified) | -7 | -1 | 2 | -4 | 0.9 | 2 | -2 | -2 | -6
CC(C)n1c(=O)c(C=Nc2ccc(S(N)(=O)=O)cc2)c(O)n(Cc2ccco2)c1=O | -55 | -7 | -32 | -23 | 4.1 | 0 | 42* | -23 | -42
O=C1NC(=O)C(=Cc2ccc3ccccc3c2)C(=O)N1 | 0 | 0 | -6 | -4 | 0.8 | 0 | 0 | 1 | -2
COc1cccc(-c2nc(CS(=O)CC(=O)N3CCC4(CC3)OCCO4)c(C)o2)c1 (stereo unspecified) | 9 | 0 | 4 | 3 | -1.7 | -1 | -1 | -3 | 9
COc1ccccc1CCNCc1ccc(OC)c(OC)c1OC | 8 | 7 | -5 | 1 | 0.7 | 9 | -4 | 11 | 7
C/C(=N\NC(=O)c1ccccc1O)c1c(O)n(Cc2ccccc2)c(=O)[nH]c1=O | 5 | 23 | -7 | -3 | -2.3 | 21* | 8 | 4 | -2
Cc1ccc(-c2ccc(=O)n(CC(=O)N3CCC4(CC3)OCCO4)n2)cc1 | 2 | 10 | -2 | -2 | 1.2 | -4 | 2 | -4 | 5
Cc1c(O)ccc(C(=O)CN2CC(C)OC(C)C2)c1O (stereo unspecified) | 10 | -4 | 6 | -1 | -8.9 | -4 | -5 | 4 | 9
CC1=NN(c2ccccc2)C(=O)C1/C=C1\C(=O)NC(=O)N(c2cc(C)cc(C)c2)C1=O (stereo unspecified) | -18 | 36* | -14 | 26* | 3.9 | 0 | 24 | -5 | -17
[N-]=[N+]=NCCN1CCC(O)CCC1=O (stereo unspecified) | 3 | 4 | 1 | 1 | 2.2 | 5 | -1 | 2 | 4
CCC(C)C12CN3CCN(CC(C)(C3)C1O)C2 (stereo unspecified) | 1 | -2 | 6 | 0 | -0.2 | -1 | 6 | 0 | 0
Cc1ccc2c(c1)C(c1ccccc1)=NCC(=O)N2 | -9 | 3 | -4 | -5 | 2.1 | 2 | -2 | 3 | -4
CCc1ccc(NC(=O)CCNC(=O)N2C[C@H]3C[C@@H](C2)c2cccc(=O)n2C3)cc1 | -3 | 16 | 10 | 0 | -0.3 | 1 | 2 | -3 | -3
COC(=O)C1=C(c2ccc(C(C)=O)cc2)C[C@@H]2CC[C@H]1N2C(=O)N1CCC(O)(c2ccc(Cl)cc2)CC1 | 4 | . | 0 | 0 | . | . | . | 8 | 4
OC(CN1CCC(c2c[nH]c3ccccc23)CC1)C(F)(F)F (stereo unspecified) | -5 | -3 | -7 | 2 | 0.9 | 1 | 0 | 1 | -2

Compounds shown so far that have bromine:
SMILES | MCL1-BIM inh | GSTO1 inh | GLD-1 RNA inh | PAD4 FP inh | MEX-5 binding | Fam108B inh | TPT1 inhibitor | PME-1 inh | Bcl-xL primary
O=C(C1CCN(c2nc3ccc(Br)cc3s2)CC1)N1CCC2(CC1)OCCO2 | 6 | -5 | -6 | -3 | -0.7 | -7 | 6 | -8 | 4
CN1CCN(C(=O)COc2ccc3ccccc3c2Br)CC1 | 1 | -4 | 0 | -1 | -0.3 | -2 | 0 | -3 | -2
